Compound activity (PubChem)
N370S GC = inhibits or activates N370S mutant glucocerebrosidase; 330,000 compounds, 0.092% hits; N370S GC spleen homogenate, 4MU-glucoside fluorescence; P04062; AID 2101; Potency, µM (doses to about 59.4 µM), without a hit: at the top dose activity change, negative = inhibition, hits mostly inhibitors;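 further: 0% = full enzyme activity and -100% = no enzyme basal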
TDP1 block = TDP1 (human) enzyme inhibition. Q9NUW8. 350,000 compounds, 0.28% hits. Potency, µM (highest dose often 130 µM), inactives show top-dose activity change, negative = inhibition, most hits filed as inhibitors. recombinant TDP1, AlphaScreen DNA substrate cleavage; further: nearly all actives have a fitted effect of over 40% in size
Target sequence (Q9NUW8 whole entry, looked up): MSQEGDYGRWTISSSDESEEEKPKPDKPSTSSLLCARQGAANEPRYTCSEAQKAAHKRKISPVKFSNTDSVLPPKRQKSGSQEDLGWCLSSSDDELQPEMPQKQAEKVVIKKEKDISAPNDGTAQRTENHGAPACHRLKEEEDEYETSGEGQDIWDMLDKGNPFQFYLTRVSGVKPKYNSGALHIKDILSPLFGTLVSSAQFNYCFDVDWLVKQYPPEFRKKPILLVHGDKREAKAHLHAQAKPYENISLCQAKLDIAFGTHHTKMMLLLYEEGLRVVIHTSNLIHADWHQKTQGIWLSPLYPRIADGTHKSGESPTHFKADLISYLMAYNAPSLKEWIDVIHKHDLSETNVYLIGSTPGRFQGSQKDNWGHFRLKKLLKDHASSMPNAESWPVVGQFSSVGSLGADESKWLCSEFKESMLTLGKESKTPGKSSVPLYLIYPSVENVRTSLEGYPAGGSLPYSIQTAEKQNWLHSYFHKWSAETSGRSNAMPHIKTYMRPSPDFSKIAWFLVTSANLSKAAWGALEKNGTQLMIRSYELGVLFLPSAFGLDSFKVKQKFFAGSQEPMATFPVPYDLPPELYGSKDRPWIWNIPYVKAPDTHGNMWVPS
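AlphaScreen read-out: signal falls as enzyme removes the 3' tyrosine-FITC from a 5'-biotinylated DNA oligo (15 nM, 5 min, RT). Enzyme was E. coli-made recombinant Tdp1 at 1 nM, exposed to compound for 15 min beforehand; beads 10 ug/ml, 10 min.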
TDP1 cell noCPT = qHTS for Inhibitors of human tyrosyl-DNA phosphodiesterase 1 (TDP1): qHTS in cells in absence of CPT; 420,000 compounds, 15% hits; DT40 Tdp1-/- hTDP1 cells, no CPT, ATP luminescence, 48 h; Potency, µM (highest dose often 46.2 µM), for the others: top-dose activity change, negative = growth inhibition, usual class: inhibitors; further: nearly all actives have a fitted effect of over 55% in size
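Luminescent ATP content (CellTiter-Glo) served as the growth readout. Knockout chicken DT40 cells expressing human TDP1 were exposed to compounds without camptothecin for a minimum 48 hr at 37 °C.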
Numbers without * were called inactive; u = inconclusive; x = no result given; & = joins results of further samples; [ ] = dose if it differs, or a comment. The call rests on the fitted dose curve; in most records, active means well fitted curve in the direction sought with a large enough effect; inconclusive means small, poorly fitted or top-dose-only effect, or another doubt; inactive means no such curve, though single readings can be large; an effect the other way counts as inactive or inconclusive. Unless noted, on the % scale 0 is the no-effect control and ±100 the full control effect; potency means the concentration at half of the fitted maximal effect.

SMILES	N370S GC	TDP1 block	TDP1 cell noCPT
COCCNC(=O)CN1CCC(NC(=O)C(C)(C)C)CC1	-5%	1%	-19%
CSc1ncccc1C(=O)Nc1cc(C)ccn1	3%	6%	-10%
COc1ccc(-n2c(COc3ccc(C)cc3)nnc2SCC(N)=O)cc1	-18%	-4%	-15%
CCSc1nc2ccccc2n1C(=O)Oc1ccccc1	7%	0%	-7%
C=CCOC(=O)C1=C(C)Nc2nnnn2C1c1cccs1 (stereo not given)	3%	5%	-28%
O=C(NCc1ccco1)c1ccc2snnc2c1	19%	0%	7%
c1ccc(COc2ccc(OCCCCN3CCCC3)cc2)cc1	-7%	3%	23µM*
Cc1ccc(SCC(=O)OCC(=O)N2CCN(C(=O)c3ccco3)CC2)c(C)c1	6%	x	4%
Cc1ccc(C(C)C)c(OCC(=O)NNCC(=O)Nc2cccc(F)c2)c1	x	1%	15µM*
COc1ccc(C(=O)/C(=C/N(C)C)S(=O)(=O)c2ccccc2)cc1	-21%	3%	-1%
COC(=O)c1[nH]c2ccc(C)cc2c1NC(=O)Nc1ccc(OC)cc1	2%	4%	-6%
CCCn1c2c(c(O)c(C(=O)NC)c1=O)CCCC2	2%	2%	u
CCNC(=S)N/N=C(\C)c1cc2ccccc2o1	7%	7%	u
Cc1ccc(C(=O)NCc2cccc(C(F)(F)F)c2)cc1S(=O)(=O)N1CCCCC1	-12%	-11%[0.505 µM]	u
CCOC(=O)/C(C#N)=C/C=C1\C=Cc2ccccc2N1CC	1%	1%	23µM*
O=C(Nc1cccc(C(=O)NC2CC2)c1)c1ccc(Cl)c(S(=O)(=O)N2CCOCC2)c1	x	-18%	u
CCOC(=O)c1ccc(S(=O)(=O)N2CCN(CC(=O)NC(=O)NC3CCCCC3)CC2)cc1	-7%	7%	5%
COc1ccccc1C(=O)C1CCCN(C(=O)c2cn3cc(Cl)ccc3n2)C1 (stereo not given)	4%	-3%	u
CSc1ccccc1NC(=O)C1CCCO1 (stereo not given)	-13%	6%	u
CC(C)S(=O)(=O)C1=NSC2=NC(=O)/C(=C\c3ccc(OC(=O)c4ccco4)cc3)C(=N)N21	u	3%	u
CSc1nc(N2CCOCC2)nc2ccc(C)cc12	u	x	u
Cc1onc(-c2ccccc2)c1CNC(=O)C1COc2ccccc2O1 (stereo not given)	3%	0%	u
CC(=O)OC[C@@H]1O[C@H](C/C=N\OC[C@@H](C)[C@H](OCc2ccccc2)C(C)C)C=C[C@@H]1OC(C)=O	-2%[12.8 µM]	3%[21 µM]	x
Oc1[nH]c2ccccc2c1N=Nc1ccccc1F	22%	1%	u
CN(C)S(=O)(=O)c1cccc(NC(=S)NC(=O)c2ccco2)c1	-10%	-2%	-5%
C=CCN(C(=O)c1csnn1)C(C(=O)NCc1ccccc1)c1c(F)cccc1Cl (stereo not given)	-3%	4%[0.0935 µM]	-30%
CN(C)c1ccc(CNc2nc(-c3ccco3)nn2S(C)(=O)=O)cc1	x	6%	u
Cc1ccc2c(CN(C)Cc3cccc(Cl)c3)cc(=O)oc2c1C	0%	x	29µM*
COc1ccc(Nc2c3c(nc4nncn24)CCC3)cc1OC	x	0%	u
CCC1CCCCN1C(=O)CCS(=O)(=O)c1ccccc1 (stereo not given)	-4%	2%	24%
CC(C)NC[C@@H](O)COc1ccc(CC(N)=O)cc1	-6%	x	9%&-11%
O=C(Nc1cc(S(=O)(=O)N2CCOCC2)ccc1Cl)C(=O)c1c(-c2ccccc2)cc2ccccn12	u	4%	23µM*
CCc1cc2c(=O)n(Cc3ccco3)c(SCC(=O)NCC3CCCO3)nc2s1 (stereo not given)	-1%	10%	16µM*
CCn1c(SCC(=O)Nc2ccc(C)cc2)nnc1-c1cnccn1	-28%	0%	14%
CN(CC(=O)Nc1cccc(F)c1)C(=O)c1ccc(N2C(=O)c3ccccc3C2=O)cc1	x	-1%	u
COc1ccccc1NC(=O)COC(=O)CCn1c(C)csc1=O	3%	0%	4%
CCOc1ccc(NC(=O)C(NS(=O)(=O)c2cccc3nsnc23)c2ccccc2)cc1 (stereo not given)	x	12%	u
CCc1ccc(OCC(=O)N/N=C/c2cc([N+](=O)[O-])ccc2N2CCOCC2)cc1	u	2%	u
O=C(CN1CCN(S(=O)(=O)/C=C/c2ccccc2)CC1)Nc1ccc(N2CCOCC2)cc1	0%	4%	-6%
c1ccc(N2CCCCC2)c(Nc2nc3ccccc3n3cnnc23)c1	u	x	21µM*
CC(c1ccc(F)cc1)n1c(-c2cccs2)n[nH]c1=S (stereo not given)	2%	0%	1%
CC(Oc1ccc(Br)cc1)c1nc2c3ccccc3nc(=S)n2[nH]1 (stereo not given)	u	9%	15µM*
CCCOc1c(Cl)cc(C(=O)Nc2ccc3c(c2)OCO3)cc1OCC	11%	7%	u
COC(=O)c1cc2n(n1)CCN(Cc1ccc(F)cc1)C2=O	11%	-1%	-6%
Cc1cc(-n2c(C)nc3ccccc3c2=O)ccc1NC(=O)c1cccc([N+](=O)[O-])c1C	x	8%	6.5µM*
O=C(CN1CCN(C(=O)C2CCCO2)CC1)Nc1ccc(F)cc1 (stereo not given)	-3%	3%	4%
CCc1ccc(OCc2nc(-c3ccc(OC)cc3)no2)c(Br)c1	x	5%	u
O=C1Nc2ccc([N+](=O)[O-])cc2C1(O)N1CCCCCC1 (stereo not given)	-9%	2%	-6%
CCOCCn1c(SCc2c(F)cccc2Cl)nc2c1c(=O)[nH]c(=O)n2C	6%	7%	-29%
CCC(C(=O)OC)n1cnc2c(nnn2-c2cccc(OC)c2)c1=O (stereo not given)	-23%	x	-18%
CCOC(=O)C1=C(C)Nc2nc(C)nn2C1c1ccc(OC)c(OC)c1 (stereo not given)	4%	-1%	u
CCn1cc(/C=C(\NC(=O)c2ccccc2)C(=O)NCCCN2CCOCC2)c2ccccc21	3%	6%	14%
Cc1ccccc1-n1nc2c(c1NC(=O)c1cccc(F)c1)CS(=O)C2 (stereo not given)	3%	3%	-8%
C=CCNC(=O)NC(=O)COC(=O)/C(C#N)=C/c1cc(C)n(CCC(C)C)c1C	2%	3%	-8%
COc1ccccc1Nc1nc(C)nc2c1oc1ccccc12	6%	x	9.2µM*
COc1ccc(C(CC(=O)N2CCCC2)C(C)C)cc1 (stereo not given)	-7%	x	-11%
O=C(Nc1ccc(C(=O)O)cc1)/C(=C\c1ccccc1)NC(=O)c1ccccc1	2%	6%	-6%
O=c1c(-c2ccc(F)cc2)nc2cnc(N3CCNCC3)nc2n1C1CC1	24%	x	u
Cc1ccc(NC(=O)NCc2ccc3[nH]c(C)cc3c2)cc1	13%	3%	-5%
Cc1cc(C)n(CCC(=O)N2CCc3ccccc32)n1	-11%	5%	-27%

An excerpt of these results, bar-delimited:
smiles | N370S GC | TDP1 block | TDP1 cell noCPT
O=c1c(-c2ccc(F)cc2)nc2cnc(N3CCNCC3)nc2n1C1CC1 | 24% | x | u
Cc1ccc(NC(=O)NCc2ccc3[nH]c(C)cc3c2)cc1 | 13% | 3% | -5%

Later entries:
SMILES	N370S GC	TDP1 block	TDP1 cell noCPT
CNC(=S)Nc1cccc(C(C)=O)c1	-3%	0%	-2%
COc1ccc(NC(=O)N2CCCc3ccccc32)cc1OC	-13%	2%[56.1 µM]	20%
CC(=O)OCC1=C(C(=O)O)N2C(=O)C(NC(=O)C(C)Cn3nc(C)c(Cl)c3C)C2SC1 (stereo not given)	0%	-11%	-12%
O=C(CSCc1ccccc1)NC1CCSC1=O (stereo not given)	-2%	5%	7%
CCOCCn1c(N(C)Cc2ccccc2)nc2c1c(=O)[nH]c(=O)n2C	-12%[2.35 µM]	3%	-23%
O=C1Nc2cc(C(=O)N3CCc4ccccc4C3)ccc2S/C1=C\c1ccccc1	4%	3%	0%
O=C(NCCO)c1ccc2[nH]c3c(c2c1)CCCC3	5%	3%	-18%
O=C(N/N=C/c1ccco1)C1CC1c1ccccc1 (stereo not given)	6%	u	-19%
O=C(Nc1ccc(S(=O)(=O)Nc2ncccn2)cc1)C1=COCCO1	-3%	-1%[0.505 µM]	u
Cc1ccc(NC(=O)c2ccc(CN3CCc4ccccc4C3)cc2)cc1	0%	7%	-3%
C=CCn1cc(/C=C/c2cc[n+](C)cc2)c2ccccc21	-9%	x	0.58µM*
CCC(C)(C)NS(=O)(=O)c1cc(CN2C(=O)c3cccnc3C2=O)ccc1OC	-12%	x	1%
Cc1ccc(C)c(Cn2c(C(C)NC(=O)c3ccc(F)cc3)nc3ccccc32)c1 (stereo not given)	x	0%	u
Cc1c(Cl)cccc1NC(=O)CSc1nc2ncc(Cl)cc2[nH]1	0%	0%	u
Cc1c(NC(=O)C2CC(c3c(F)cccc3Cl)=NO2)c(=O)n(-c2ccccc2)n1C (stereo not given)	10%	4%	-8%
O=C(/C=C/c1ccc(F)cc1)Nc1ccc(S(=O)(=O)Nc2ncccn2)cc1	0%	4%	u
CC(C)CN(C(=O)CSc1nnnn1C)C1CCS(=O)(=O)C1 (stereo not given)	0%	-2%	4%
Cc1cc(NC(=O)c2ccc(NC(=O)C(C)C)cc2)no1	-12%	7%	-14%
CN(CCOc1ccc(Br)cc1)CC(O)c1ccccc1 (stereo not given)	u	x	u
CC(C)CN(C(=O)COC(=O)c1cnccn1)c1c(N)n(Cc2ccccc2)c(=O)[nH]c1=O	-10%	-4%	u
COc1ccc(SCCN2CCN(C)CCC2=O)cc1	-6%&-8%	7%&5%	-3%
CN(C(=O)CSc1nncc2ccccc12)c1ccccc1	x	0%	-29%
COc1ccccc1NCCC(=O)OCC(=O)NC1CCCCC1	3%	3%	u
O=S(=O)(Nc1cccc(S(=O)(=O)N2CCOCC2)c1)c1cccs1	-26%	1%	-2%
O=C(O)COc1ccc(-c2nnn(CC(=O)O)n2)cc1	1%	2%	-18%
COc1ccc(C(=O)c2ccccc2)cc1Br	12%	-4%	0%
Cc1cccc(C)c1OCC(=O)NC(Cc1c[nH]c2ccccc12)C(=O)O (stereo not given)	-25%	1%	0%&-2%
CCOC(=O)CN=C/C(C(C)=O)=C(/C)O	-3%	x	16%
Cc1nnc(NC(=O)CCSCCC(=O)Nc2nnc(C)s2)s1	-8%	32µM*	1%
CC(C)(C)c1ccc(C2(C)NC(=O)N(CC(=O)NCc3cccs3)C2=O)cc1 (stereo not given)	7%	-3%	u
O=C(Nc1cccc(NC(=O)c2ccccc2Cl)c1)c1cccc(Br)c1	x	0%[12.3 µM]	u
CN(CCCNC(=O)c1ccccc1F)CCCNC(=O)c1ccccc1F	2%	x	3%
Cc1nn(C(=O)c2nn(C)cc2[N+](=O)[O-])c(C)c1Cl	-2%	3%	-2%
COc1ccc(OCCNc2cc(N3CCOCC3)ccc2[N+](=O)[O-])cc1	5%	8%	u
CC(C)C(=O)N1CCN(c2ccc(NC(=O)c3ccco3)cc2Cl)CC1	-3%	5%[0.0935 µM]	u

Grouped by structure, the compounds so far with an NH in an aromatic ring.
SMILES	N370S GC	TDP1 block	TDP1 cell noCPT
COC(=O)c1[nH]c2ccc(C)cc2c1NC(=O)Nc1ccc(OC)cc1	2%	4%	-6%
Oc1[nH]c2ccccc2c1N=Nc1ccccc1F	22%	1%	u
CC(c1ccc(F)cc1)n1c(-c2cccs2)n[nH]c1=S (stereo not given)	2%	0%	1%
CC(Oc1ccc(Br)cc1)c1nc2c3ccccc3nc(=S)n2[nH]1 (stereo not given)	u	9%	15µM*
CCOCCn1c(SCc2c(F)cccc2Cl)nc2c1c(=O)[nH]c(=O)n2C	6%	7%	-29%
Cc1ccc(NC(=O)NCc2ccc3[nH]c(C)cc3c2)cc1	13%	3%	-5%
CCOCCn1c(N(C)Cc2ccccc2)nc2c1c(=O)[nH]c(=O)n2C	-12%[2.35 µM]	3%	-23%
O=C(NCCO)c1ccc2[nH]c3c(c2c1)CCCC3	5%	3%	-18%
Cc1c(Cl)cccc1NC(=O)CSc1nc2ncc(Cl)cc2[nH]1	0%	0%	u
CC(C)CN(C(=O)COC(=O)c1cnccn1)c1c(N)n(Cc2ccccc2)c(=O)[nH]c1=O	-10%	-4%	u
Cc1cccc(C)c1OCC(=O)NC(Cc1c[nH]c2ccccc12)C(=O)O (stereo not given)	-25%	1%	0%&-2%

Not all compounds are listed. The share of hits here may be higher or lower than overall.
